Screens as filed in PubChem.
M4 antag: CHRM4 antagonism in calcium assay; AID 624125; inhibition, % at 3 µM; P08173; CHO-hM4 cells, ACh EC80, Fluo-8 calcium fluorescence; 360,000 tested, 0.73% active;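 active = inhibition above its plate's cutoff, the mean inhibition of sample wells plus 3 SD, cut at about 27% in these data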;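 also: 0% = acetylcholine EC80 with DMSO and 100% = DMSO without agonist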
Target sequence (P08173 whole entry, looked up): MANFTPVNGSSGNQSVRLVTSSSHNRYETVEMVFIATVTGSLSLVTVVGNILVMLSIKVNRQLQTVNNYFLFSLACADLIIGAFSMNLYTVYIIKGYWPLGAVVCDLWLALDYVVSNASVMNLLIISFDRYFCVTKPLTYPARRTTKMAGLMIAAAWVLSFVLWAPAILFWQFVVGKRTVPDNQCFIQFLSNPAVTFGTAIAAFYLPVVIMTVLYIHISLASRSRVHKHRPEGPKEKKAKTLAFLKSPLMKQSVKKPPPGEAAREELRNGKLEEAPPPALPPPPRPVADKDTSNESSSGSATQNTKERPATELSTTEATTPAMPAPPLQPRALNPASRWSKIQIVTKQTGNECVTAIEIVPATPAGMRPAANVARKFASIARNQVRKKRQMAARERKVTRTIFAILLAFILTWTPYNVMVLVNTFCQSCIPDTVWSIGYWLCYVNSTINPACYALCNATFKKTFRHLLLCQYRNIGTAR
M1 PAM: potentiates human M1 receptor response to acetylcholine; P11229; activation, % at 3 µM; 360,000 tested, 0.088% active; CHO-K1 hM1, Fluo-8 calcium fluorescence, ACh EC20; 0% = ACh EC20, 100% = maximal ACh; AID 588819; in the data active = activation above about 19%, passing the limit was not always enough
M5 PAM: positive allosteric modulators of human muscarinic M5 receptor. P08912. CHO-K1 hM5, Fluo-8 calcium, ACh EC20 PAM; 0% = ACh EC20, 100% = ACh EC100. activation, % at 3 µM. 360,000 tested, 0.3% active;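 active = activation above the run cutoff, the mean activation of all test compounds plus 3 SD, cut at about 18% in these data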
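Probe or stimulus: acetylcholine, EC20 level; Assay system: human M5 receptor in CHO-K1 cells; Schedule: compound preincubation 140 s before EC20 acetylcholine addition; Technique: intracellular calcium via Fluo-8 fluorescence; Dosing: single-point, 3 µM nominal; Read-out basis: percent activation from peak-over-basal fluorescence ratio, scaled EC20-to-EC100 acetylcholine; Repeats: one well per compound, no replicates.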
M4 ag: CHRM4 agonism in calcium assay; CHO-K1 hM4/Gqi5, Fluo-8 calcium fluorescence; vehicle 0%, full acetylcholine response 100%; activation, % at 3 µM; 360,000 tested, 0.14% active; AID 624127;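 active = activation above the run mean over all test wells plus 3 SD, cut at about 32% in these data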;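 also: peak over basal fluorescence ratio per well then scaled between controls; 0% = DMSO wells and 100% = acetylcholine at EC100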
M5 ag: CHRM5 agonism in calcium assay. 360,000 tested, 0.19% active. activation, % at 3 µM. CHO-K1 hM5 cells, Fluo-8 calcium fluorescence; 0% DMSO wells, 100% maximal acetylcholine response. AID 624037. P08912;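 active = activation above the run's mean over test compounds plus 3 SD, cut at about 23% in these data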;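 also: signal is peak over basal fluorescence ratio across the kinetic read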
CHRM1 agonist: human M1 muscarinic receptor agonism. activation, % at 3 µM. 360,000 tested, 0.33% active. P11229. CHO-K1 hM1, Fluo-8 calcium fluorescence, agonist mode; 0% DMSO, 100% acetylcholine EC100;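 active = activation above the run's mean compound activation plus 3 SD, cut at about 16% in these data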;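 also: peak over basal fluorescence ratio within a 140 s kinetic read after compound addition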
TAAR1 agonist: agonists of human TAAR1; 360,000 tested, 0.99% active; Q96RJ0; activation, % at 3 µM; AID 624467; CHO RD-HGA16 TAAR1, Fluo-8 calcium fluorescence; vehicle wells 0%, saturating PEA agonist 100%;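 active = activation above the mean activation of all test compounds in the run plus 3 SD, cut at about 38% in these data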
Target sequence (Q96RJ0 whole entry, looked up): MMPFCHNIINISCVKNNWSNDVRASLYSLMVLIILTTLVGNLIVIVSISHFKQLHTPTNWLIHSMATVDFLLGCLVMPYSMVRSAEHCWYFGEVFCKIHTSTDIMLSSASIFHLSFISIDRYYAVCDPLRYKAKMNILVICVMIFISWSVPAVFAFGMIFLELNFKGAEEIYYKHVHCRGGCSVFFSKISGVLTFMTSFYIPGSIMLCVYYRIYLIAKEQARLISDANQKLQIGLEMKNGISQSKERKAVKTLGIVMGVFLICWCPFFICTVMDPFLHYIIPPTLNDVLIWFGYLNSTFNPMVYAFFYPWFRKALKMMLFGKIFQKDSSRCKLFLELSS
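Signal – calcium-sensitive Fluo-8 signal, excitation 470-495, emission 515-575 nm · System – RD-HGA16 (CHO) cells co-expressing Gα16 and hTAAR1 · Incubation – 17-24 h seeding, 75 min 37 °C dye, 30 min RT · Compound dosing – 3 µM single concentration · Repeats – no replicates (n 1)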
CHRM1 antagonist: human CHRM1 antagonism. CHO-K1 hM1, Fluo-8 calcium fluorescence, ACh EC80 antagonist. inhibition, % at 3 µM. 360,000 tested, 1.3% active;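 active = percent inhibition above its own plate's cutoff, namely the mean of that plate's compound wells plus 3 SD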;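 also: peak over basal fluorescence ratio during 140 s after agonist addition; 0% = ACh EC80 plus DMSO and 100% = DMSO alone without agonist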
M5 antag: CHRM5 antagonism in calcium assay. CHO-hM5 cells, Fluo-8 calcium fluorescence, ACh EC80. inhibition, % at 3 µM. P08912. 360,000 tested, 0.59% active;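 active = inhibition above a per-plate cutoff, the mean of that plate's test compounds plus 3 SD, cut at about 27% in these data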;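 also: 0% = acetylcholine EC80 with DMSO and 100% = DMSO without agonist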
An asterisk follows results filed as active. The list is partial (hit frequency here may not be typical).

The first 8 entries, to show the layout:
| smiles | M4 antag | M1 PAM | M5 PAM | M4 ag | M5 ag | CHRM1 agonist | TAAR1 agonist | CHRM1 antagonist | M5 antag |
| --- | --- | --- | --- | --- | --- | --- | --- | --- | --- |
| Cc1cc(C(=O)N/N=C/c2cccn2C)n[nH]1 | 4 | 8 | 4 | 1 | -2 | -3 | 10 | -3 | 2 |
| CC(Sc1nnc(-c2ccc(Cl)cc2)n1C)C(N)=O (stereo unspecified) | 2 | 4 | 5 | 0 | -3 | -4 | 2 | 0 | 0 |
| Cc1c(CC(=O)N[C@@H](C)C(=O)O)c(=O)oc2cc3c(cc12)CCC(C)(C)O3 | -7 | 16 | -1 | 0 | -3 | -3 | 0 | -10 | 12 |
| O=C(Nc1ccccc1)Nc1ccc(Cl)c(S(=O)(=O)N2CCOCC2)c1 | 8 | -11 | -28 | 24 | 11 | 3 | 33 | 23 | 22 |
| CCOC(=O)Cc1nc2cc(Cl)ccc2o1 | -4 | -7 | -7 | 1 | -2 | -7 | 2 | 8 | 4 |
| Cc1oc(/N=C/c2ccccc2)c(C#N)c1C | -8 | 1 | 6 | 1 | 13 | -1 | 1 | -10 | -28 |
| CCCOc1cccc(C(=O)NCCNC(=O)c2ccccn2)c1 | -7 | 8 | 1 | 3 | -2 | -3 | 3 | -5 | 10 |
| O=C1C2C3C=CC(CC3)C2C(=O)N1c1ccc(Br)cc1[N+](=O)[O-] (stereo unspecified) | 5 | 9 | -1 | 0 | -3 | 0 | 1 | -7 | 10 |

The listing, previewed entries included:
| smiles | M4 antag | M1 PAM | M5 PAM | M4 ag | M5 ag | CHRM1 agonist | TAAR1 agonist | CHRM1 antagonist | M5 antag |
| --- | --- | --- | --- | --- | --- | --- | --- | --- | --- |
| Cc1cc(C(=O)N/N=C/c2cccn2C)n[nH]1 | 4 | 8 | 4 | 1 | -2 | -3 | 10 | -3 | 2 |
| CC(Sc1nnc(-c2ccc(Cl)cc2)n1C)C(N)=O (stereo unspecified) | 2 | 4 | 5 | 0 | -3 | -4 | 2 | 0 | 0 |
| Cc1c(CC(=O)N[C@@H](C)C(=O)O)c(=O)oc2cc3c(cc12)CCC(C)(C)O3 | -7 | 16 | -1 | 0 | -3 | -3 | 0 | -10 | 12 |
| O=C(Nc1ccccc1)Nc1ccc(Cl)c(S(=O)(=O)N2CCOCC2)c1 | 8 | -11 | -28 | 24 | 11 | 3 | 33 | 23 | 22 |
| CCOC(=O)Cc1nc2cc(Cl)ccc2o1 | -4 | -7 | -7 | 1 | -2 | -7 | 2 | 8 | 4 |
| Cc1oc(/N=C/c2ccccc2)c(C#N)c1C | -8 | 1 | 6 | 1 | 13 | -1 | 1 | -10 | -28 |
| CCCOc1cccc(C(=O)NCCNC(=O)c2ccccn2)c1 | -7 | 8 | 1 | 3 | -2 | -3 | 3 | -5 | 10 |
| O=C1C2C3C=CC(CC3)C2C(=O)N1c1ccc(Br)cc1[N+](=O)[O-] (stereo unspecified) | 5 | 9 | -1 | 0 | -3 | 0 | 1 | -7 | 10 |
| COCc1cc(=O)n2[nH]c(-c3ccsc3-n3c(C)ccc3C)cc2n1 | -5 | 7 | 2 | 1 | 1 | -2 | 1 | -20 | -2 |
| Oc1ccccc1CNc1ccc(OC(F)(F)F)cc1 | 6 | -13 | 0 | 7 | 8 | -1 | 13 | 20 | 3 |
| Cc1ccc([N+](=O)[O-])c(OCCN2CCC(Cc3ccccc3)CC2)c1 | 17 | -23 | -15 | 9 | -12 | -6 | 25 | 84* | 11 |
| COc1ccc2c(c1)C(=O)c1ccccc1CO2 | -1 | 8 | 7 | 0 | -5 | -6 | 8 | -28 | 0 |
| COc1ccccc1C(=O)Nn1c(-c2cccs2)nc2ccccc2c1=O | 0 | 7 | -5 | 6 | 1 | -1 | 6 | 2 | -4 |
| Cc1cccc(N2CC(C(=O)Nc3ccc(S(=O)(=O)N4CCCCC4)cc3)CC2=O)c1C (stereo unspecified) | -8 | 9 | -1 | 3 | -2 | -1 | 27 | -14 | 18 |
| CC(NC(=O)c1ccccc1NC(=O)c1ccncc1)c1ccccc1 (stereo unspecified) | -17 | 11 | 5 | 5 | -5 | -8 | 1 | -13 | -11 |
| O=C(c1ccccc1Br)N1CCN(Cc2ccc3c(c2)OCO3)CC1 | 6 | 13 | 2 | 1 | -3 | -4 | 8 | -26 | 3 |
| CC1(C)OC2CCN3C(C(O)COS3(=O)=O)C2O1 (stereo unspecified) | -4 | 16 | -7 | 1 | 2 | 0 | 16 | -13 | 17 |
| CCOc1ccc(C(=O)Nc2ccc(NC(=O)c3cccs3)cc2)cc1[N+](=O)[O-] | 4 | -6 | -6 | 1 | -1 | -5 | 3 | 11 | 4 |
| COc1cccc(CNC(=O)CCNS(=O)(=O)c2ccc(C)cc2)c1 | -12 | 0 | -3 | 0 | -1 | -3 | -1 | -1 | -1 |
| COC(=O)c1ccccc1NS(=O)(=O)c1ccc2c3c(cccc13)C(=O)N2 | 2 | 5 | -8 | 15 | 0 | 2 | -1 | -23 | 2 |
| CC1=C(C(N)=O)C(c2ccccc2F)NC(=O)N1 (stereo unspecified) | 3 | 8 | -5 | 1 | -8 | -4 | 6 | -10 | -7 |
| CNC[C@H]1Oc2c(NS(=O)(=O)c3cccs3)cccc2C(=O)N([C@H](C)CO)C[C@@H]1C | -11 | 7 | 3 | 1 | -1 | -3 | 10 | -8 | 0 |
| CC(/C=N\N1CCN(c2ccc(Cl)cc2)CC1)=C\c1ccccc1 | -10 | -3 | -2 | 1 | -3 | -2 | 2 | 4 | -11 |
| Cc1ccc(-c2nc(N)sc2CC(=O)OCC(=O)NC2CCCC(C)C2C)cc1 (stereo unspecified) | 6 | 11 | -1 | 1 | -1 | -8 | -1 | -6 | 1 |
| COc1ccc(-c2cc(NC(C)=O)c3ncc(-c4ccc(F)cc4)n3c2)cc1OC | -4 | -2 | -3 | 6 | 0 | -4 | 2 | -7 | -1 |
| CC(C)c1nnc(NC(=O)CCS(=O)(=O)c2nc(-c3cccs3)cc(C(F)(F)F)n2)s1 | -5 | -1 | 10 | 4 | 3 | -4 | 16 | 3 | 0 |
| C/C(CC(=O)Nc1ccc(C)c(Cl)c1)=N\NC(=O)Cc1cnc(N)s1 | 4 | 7 | 0 | 1 | 0 | -3 | 9 | -6 | -3 |
| COC1OC(COCc2ccccc2)C(N)C(OCc2ccccc2)C1OCc1ccccc1 (stereo unspecified) | -9 | -28 | -15 | 6 | -3 | -2 | 5 | 42* | 19 |
| OCCCc1nc2ccccc2n1CCc1ccccc1 | -5 | -5 | -5 | 1 | -5 | -7 | 9 | 10 | 1 |
| COc1cc(C=C2C(=O)c3ccccc3C2=O)ccc1O | 10 | 18 | 0 | 0 | 1 | 0 | -2 | -14 | -2 |
| O=C(NCc1ccc(F)cc1)C1CCCN1S(=O)(=O)c1ccc(F)cc1 (stereo unspecified) | -4 | 11 | 0 | 1 | -1 | -5 | 0 | -12 | -1 |
| COc1ccccc1NC(=O)Cn1cnc2sc(C(=O)NCc3ccco3)c(C)c2c1=O | -6 | 2 | -1 | 3 | -2 | -3 | 5 | -8 | 5 |
| NC[C@@H]1O[C@H](C23CC4CC(CC(C4)C2)C3)Cc2c1ccc(O)c2O | -1 | -3 | 3 | 8 | 5 | 6 | 68* | -2 | 5 |
| O=C(CNc1cccc(S(=O)(=O)N2CCCCC2)c1)Nc1cccc(F)c1 | -14 | -3 | -16 | 18 | 4 | 1 | 9 | 4 | 8 |
| COCCN(C(=O)CSc1nnc(-c2cccc(C)c2)n1C)c1c(N)n(Cc2ccccc2)c(=O)[nH]c1=O | -6 | 4 | 8 | 0 | 1 | -8 | 3 | 1 | -2 |
| Cc1ccc(S(=O)(=O)N2CCN(CC(=O)N/N=C/c3ccc(Br)s3)CC2)cc1 | -9 | 5 | -8 | 3 | -1 | -5 | 2 | -6 | 9 |
| CCOc1ccc(NC(=O)Cn2nnc(-c3ccc(C(N)=O)cc3)n2)cc1S(=O)(=O)N1CCCC1 | 6 | 17 | -6 | 1 | 2 | 4 | 1 | -8 | 10 |
| Brc1cccc(Cn2c(-c3cncs3)nc3ccccc32)c1 | 3 | 8 | -6 | -3 | -6 | -7 | 7 | -1 | 7 |
| Cc1ccc(S(=O)(=O)Cc2ccc(C(=O)NCCCN3CCN(C)CC3)o2)cc1 | 10 | 10 | 1 | -1 | -1 | -7 | 3 | -9 | 4 |
| CN(C)c1ccc(C(C(=O)NCC2CCCO2)N(C(=O)c2snc(C(N)=O)c2N)c2ccccc2)cc1 (stereo unspecified) | -14 | -5 | -8 | 12 | 0 | 0 | 22 | 7 | 16 |
| O=C(Nc1ccc2[nH]c(=O)[nH]c2c1)c1ccc(Br)o1 | 7 | 3 | -1 | 0 | -3 | -1 | 6 | -5 | 11 |
| O=C(Nc1ccc(F)c(Cl)c1)c1ccccc1 | 7 | 1 | -13 | 1 | 0 | -3 | 17 | -7 | 14 |
| CC(=N\O)/C(CN(C)C)=N/O | -2 | 2 | 3 | 1 | -8 | -1 | 7 | -24 | -1 |
| CCN(CC(=O)Nc1ccccc1C(F)(F)F)C(=O)CSCC(=O)Nc1cc(C)on1 | -8 | 18 | 7 | 0 | -2 | 5 | 2 | -9 | -7 |
| CN(C)S(=O)(=O)c1ccc(NC(=O)C2CC(=O)N(Cc3ccccc3Cl)C2)cc1 (stereo unspecified) | -7 | 1 | 5 | 4 | 0 | -7 | 10 | -1 | 1 |
| COc1ccccc1Nc1ccc(S(=O)(=O)N2CCCCC2)cc1[N+](=O)[O-] | -4 | 11 | 1 | 1 | -3 | -7 | 1 | -16 | 0 |
| C=CCOC(=O)C1=C[C@H](c2ccc(Br)cc2)[C@@H](CCCO)[C@H](OCC)O1 | -15 | 0 | 10 | 0 | -6 | -6 | 6 | 10 | 3 |
| Cc1nn(C(=O)c2cccs2)c(C)c1CN1C(=O)c2ccccc2C1=O | 6 | 6 | -3 | 2 | 2 | 0 | 13 | -10 | -2 |
| O=C1/C(=C/c2cccc(F)c2)Oc2cc(O)ccc21 | 10 | -2 | -10 | 28 | 12 | 7 | 11 | -1 | 5 |
| O=C(CCOc1ccccc1)Nc1ccnn1C1CCN(C(=O)CCC(F)(F)F)CC1 | 0 | -1 | 2 | 2 | -1 | -3 | 1 | 0 | -3 |
| O=C(N/N=C1\CCCc2ccccc21)c1cccc(Br)c1 | 8 | 4 | -3 | 0 | -3 | -5 | -2 | -1 | 6 |
| Cc1ccc(-c2ccc(/C=N/O)o2)cc1[N+](=O)[O-] | -12 | -1 | -5 | 3 | -4 | -9 | 1 | -2 | 2 |
| O=C(Nc1ccccc1N1CCCC1)c1ccc2c(c1)OCO2 | 2 | -2 | 5 | 0 | -3 | -4 | -1 | 10 | -1 |
| CCOC(=O)c1sc(NC(=O)/C=C/c2cnn(C)c2C)c(C(=O)OC(C)C)c1C | 4 | 7 | 13 | 1 | 3 | -2 | 1 | -11 | -9 |
